PAFAH1B3 inh: PAFAH1B3 (human) inhibition; recombinant PAFAH1B3, FP-rhodamine probe, fluorescence polarization; AID 492972; inhibition, % at 3.39 µM; 340,000 compounds, 0.28% hits; Q15102;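 active means inhibition above the screen-wide average of all tested compounds plus 3 SD, cut at about 25% in these data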;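 further: 0% = enzyme with DMSO only and 100% = wells lacking PAFAH1B3 protein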
Target sequence (Q15102 whole entry, looked up): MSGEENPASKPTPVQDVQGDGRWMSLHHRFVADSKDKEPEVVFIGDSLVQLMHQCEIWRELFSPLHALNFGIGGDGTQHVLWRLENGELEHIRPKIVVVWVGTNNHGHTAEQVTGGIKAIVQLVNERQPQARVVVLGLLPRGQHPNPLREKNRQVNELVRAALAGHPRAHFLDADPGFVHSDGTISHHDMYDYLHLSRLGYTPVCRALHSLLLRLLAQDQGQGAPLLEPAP
PAD4 inh: PAD4 (human) enzyme inhibition; recombinant PAD4, RCA probe fluorescence polarization; inhibition, % at 6.36 µM; 330,000 compounds, 0.41% hits;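 active means percent inhibition above a cutoff equal to the mean of all tested compounds plus 3 SD, cut at about 15% in these data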;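 further: 0% = PAD4 with RCA probe and DMSO and 100% = probe without PAD4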
PAFAH1B2 FP inh: inhibitors of human PAFAH1B2. P68402. recombinant PAFAH1B2, FP-rhodamine activity probe, fluorescence polarization. inhibition, % at 3.39 µM. 340,000 compounds, 1.2% hits;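 active means inhibition above the mean of all tested compounds plus 3 SD, cut at about 24% in these data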;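 further: 0% = enzyme with DMSO and 100% = wells lacking PAFAH1B2; many of its hits are not listed in these tables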
Target sequence (P68402 whole entry, looked up): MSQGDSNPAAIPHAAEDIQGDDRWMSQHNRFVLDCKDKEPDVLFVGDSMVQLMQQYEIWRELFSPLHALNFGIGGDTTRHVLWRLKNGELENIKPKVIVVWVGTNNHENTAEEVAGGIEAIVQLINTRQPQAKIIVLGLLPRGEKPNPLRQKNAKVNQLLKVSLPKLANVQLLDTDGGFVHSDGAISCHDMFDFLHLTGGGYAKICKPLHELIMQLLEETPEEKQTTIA
LYPLA1 counter: LYPLA1 (human) inhibition in PME1 counter-screen. O75608. recombinant LYPLA1, FP-Rh probe fluorescence polarization. inhibition, % at 5.9 µM. 320,000 compounds, 0.16% hits. AID 2174;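 active means inhibition above the mean of all tested compounds plus 3 SD, set per campaign, cut at about 14% in these data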;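 further: inhibitors block serine hydrolase probe labeling of LYPLA1 so polarization falls; 0% = enzyme with DMSO and 100% = wells lacking LYPLA1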
GSTO1 inh: GSTO1 inhibition, counter-screen for RBBP9 inhibitors. P78417. recombinant GSTO1, activity-based probe fluorescence polarization. inhibition, % at 5.96 µM. 300,000 compounds, 1.1% hits. AID 1974;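 active means inhibition above the campaign mean inhibition plus 3 SD, cut at about 35% in these data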;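 further: 0% = GSTO1-1 with DMSO and 100% = wells lacking GSTO1-1 enzyme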
PME-1 primary: PME-1 (human) inhibition | recombinant PME-1, FP-Rh probe fluorescence polarization | inhibition, % at 5.9 µM | 320,000 compounds, 0.53% hits;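 active means inhibition above the campaign mean of all compounds plus 3 SD, cut at about 26% in these data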;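 further: competitive labeling of PME-1 active site by serine hydrolase directed probe; 0% = PME-1 with DMSO and 100% = wells lacking PME-1 enzyme; inhibitors block probe labeling so polarization falls and inhibition rises; many of its hits are not listed in these tables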
pPAFAH inh: inhibitors of human plasma PAF acetylhydrolase (pPAFAH) | Q13093 | recombinant pPAFAH, FP-rhodamine probe fluorescence polarization | inhibition, % at 3.39 µM | 330,000 compounds, 1.5% hits | AID 463082;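 active means inhibition above the mean inhibition across the screen plus 3 SD, cut at about 25% in these data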;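 further: inhibitors block binding of the rhodamine activity-based probe so polarization drops; 0% = enzyme with DMSO and 100% = wells lacking pPAFAH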
Target sequence (Q13093 whole entry, looked up): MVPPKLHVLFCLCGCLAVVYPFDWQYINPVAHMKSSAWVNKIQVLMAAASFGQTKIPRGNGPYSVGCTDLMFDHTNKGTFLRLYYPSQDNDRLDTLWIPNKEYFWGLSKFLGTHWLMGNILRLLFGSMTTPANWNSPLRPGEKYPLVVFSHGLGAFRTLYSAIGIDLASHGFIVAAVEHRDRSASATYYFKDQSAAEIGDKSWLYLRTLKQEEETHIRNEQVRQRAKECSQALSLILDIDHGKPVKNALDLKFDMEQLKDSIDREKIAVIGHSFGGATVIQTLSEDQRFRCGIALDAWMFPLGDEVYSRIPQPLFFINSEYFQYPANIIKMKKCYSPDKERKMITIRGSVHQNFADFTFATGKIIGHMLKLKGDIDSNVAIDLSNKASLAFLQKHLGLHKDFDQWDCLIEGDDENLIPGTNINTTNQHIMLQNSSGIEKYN
PAFAH2 inh: inhibitors of human PAFAH2; inhibition, % at 3.39 µM; recombinant PAFAH2, FP-rhodamine activity probe, fluorescence polarization; 340,000 compounds, 0.99% hits; Q99487;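 active means inhibition above the mean over all tested compounds plus 3 SD, cut at about 30% in these data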;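 further: inhibitors block probe labeling of enzyme so polarization drops; 0% = enzyme with DMSO and 100% = wells lacking PAFAH2 protein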
Fam108B counter: counter-screen for RBBP9 inhibitors: inhibitors of mouse Fam108B | recombinant Fam108B, FP-Rh probe fluorescence polarization | inhibition, % at 9.51 µM | 300,000 compounds, 0.33% hits | AID 1947;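 active means inhibition above the screen mean inhibition plus 3 SD, computed separately per campaign, cut at about 18% in these data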;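 further: inhibitors lower polarization as less probe binds the enzyme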
Starred values were filed as active, the others as inactive; · = not tested or not shown. Only part of the results is shown; rates above refer to the full screens.

The line under a structure holds: PAFAH1B3 inh	PAD4 inh	PAFAH1B2 FP inh	LYPLA1 counter	GSTO1 inh	PME-1 primary	pPAFAH inh	PAFAH2 inh	Fam108B counter
CCOC(=O)c1cnc2c(C)c(Cl)ccc2c1NCCCN1CCOCC1
→ -3	2	-2	-4	23	-6	9	-1	0
O=C(COc1ccccc1)Nc1nc2c(s1)CCCC2
→ 7	-1	5	1	-1	2	1	0	2
COc1ccc2c(c1)[N+](C)(C)C(C)(C)C=C2C
→ 1	0	10	3	1	3	5	2	9
Clc1cccc(-c2nc(-c3ccc(-c4nn[nH]n4)cc3)no2)c1
→ -1	-2	-5	-18	·	-22	1	-14	·
Cc1cc(C)cc(NC(=S)N2CCN(c3ccc(F)cc3)CC2)c1
→ 2	4	6	3	4	4	0	5	4
CC(=O)N1c2ccc(S(=O)(=O)N3CCCC3)cc2CC1C(=O)NCc1ccc(OC(C)C)cc1 (centres undefined)
→ 10	-5	1	0	-1	-5	7	-4	-3
O=C(Cc1cc(=O)[nH]c(=O)[nH]1)N1CCN(C(=O)c2ccco2)CC1
→ 4	3	4	-1	7	1	2	-5	1
Cc1onc(-c2ccccc2)c1CNC(=O)Nc1ccc(C(F)(F)F)cc1
→ ·	6	·	-15	-18	-23	-20	·	-13
CCCCN(C)Cc1c(O)ccc2c(=O)c(-c3ccccc3OC)coc12
→ 16	3	7	5	4	3	0	8	1
CC1CC(C)CN(C(=O)Nc2ccc(Br)cc2)C1 (centres undefined)
→ 5	0	10	-2	1	-1	2	-2	-1
COc1ccc(N2CCN(c3ncnc4c3nnn4Cc3ccccc3Cl)CC2)cc1
→ 8	2	-2	8	3	-7	1	3	2
C[C@@H](CN1CCC[C@H]1CN1C(N)=NC[C@@H]1Cc1ccccc1)N1C[C@@H](Cc2ccccc2)N(CCc2ccc(Cl)c(Cl)c2)C1=N
→ 0	4	5	·	·	·	-2	4	·
CCOC(=O)CSC1=C(C#N)C(c2ccc(C)cc2)C(C(=O)OC)C(=O)N1 (centres undefined)
→ 2	0	2	-1	-11	0	2	6	1
COC(=O)c1c(C(=O)OC)c(-c2ccc(Cl)cc2)n2c1CS(=O)(=O)C2
→ ·	0	·	1	-2	-3	2	·	-1
COc1ccc(N2CCN(C(=O)Cc3ccc(Br)cc3)CC2)cc1
→ 2	-4	3	1	-7	2	-1	0	5
Cc1cc(C)c(-n2c(SCc3nc4ccccc4s3)n[nH]c2=O)c(C)c1
→ -6	1	9	1	-2	2	2	-2	0
O=S(=O)(Nc1ccc(S(=O)(=O)N2CCCCC2)cc1)c1cccs1
→ 1	-3	6	1	12	-5	3	11	-3
Cc1occc1C(=O)N(C)CC1CCCN(CCc2ccccc2F)C1 (centres undefined)
→ 6	-10	-4	-1	-2	2	-5	-4	-3
COc1cccc(-n2ccnc2SCC(=O)N2CCCc3ccccc32)c1
→ -7	-5	4	6	2	1	8	4	9
COc1cc(/C=C2/NC(=O)N(c3cccc(Cl)c3)C2=O)ccc1O
→ -3	-2	-5	1	-2	7	4	9	2

Random excerpt: 3 compounds from above
The line under a structure holds: PAFAH1B3 inh	PAD4 inh	PAFAH1B2 FP inh	LYPLA1 counter	GSTO1 inh	PME-1 primary	pPAFAH inh	PAFAH2 inh	Fam108B counter
CCCCN(C)Cc1c(O)ccc2c(=O)c(-c3ccccc3OC)coc12
→ 16	3	7	5	4	3	0	8	1
COc1cc(/C=C2/NC(=O)N(c3cccc(Cl)c3)C2=O)ccc1O
→ -3	-2	-5	1	-2	7	4	9	2
O=C(COc1ccccc1)Nc1nc2c(s1)CCCC2
→ 7	-1	5	1	-1	2	1	0	2

Entries of single compounds, looked up by structure:
COc1cccc(-n2ccnc2SCC(=O)N2CCCc3ccccc32)c1 in the list: PAFAH1B3 inh = -7; PAD4 inh = -5; PAFAH1B2 FP inh = 4; LYPLA1 counter = 6; GSTO1 inh = 2; PME-1 primary = 1; pPAFAH inh = 8; PAFAH2 inh = 4; Fam108B counter = 9
Cc1cc(C)c(-n2c(SCc3nc4ccccc4s3)n[nH]c2=O)c(C)c1 in the list: PAFAH1B3 inh = -6; PAD4 inh = 1; PAFAH1B2 FP inh = 9; LYPLA1 counter = 1; GSTO1 inh = -2; PME-1 primary = 2; pPAFAH inh = 2; PAFAH2 inh = -2; Fam108B counter = 0

Carrying on:
The line under a structure holds: PAFAH1B3 inh	PAD4 inh	PAFAH1B2 FP inh	LYPLA1 counter	GSTO1 inh	PME-1 primary	pPAFAH inh	PAFAH2 inh	Fam108B counter
Cn1c(CCN2CCCCC2)nc2cc(NC(=O)Nc3ccccc3)ccc21
→ -2	-2	-7	-5	24	-11	-4	14	-4
CCOC(=O)c1cc(CC)sc1NC(=O)CSc1nc2ccccc2c(=O)n1Cc1ccco1
→ 5	-6	5	7	0	0	9	5	-4
CC1CC(C)CN(C(=O)CSc2nc(N)cc(=O)[nH]2)C1 (centres undefined)
→ 9	0	14	0	0	-2	-1	7	-2
Cc1ccc(C(=O)NN2C(=O)C3C4c5ccccc5C(c5ccccc54)[C@@H]3C2=O)cc1 (some centres undefined)
→ 2	-5	-1	1	2	0	0	-4	-1
CCCCNc1nc2ccccc2n1CC(=O)Nc1ccc2c(c1)OCCO2
→ ·	0	·	3	1	-6	5	·	-1
COc1ccc(C)cc1NC(=O)CCNC(=O)Cn1cnc2ccccc2c1=O
→ 13	-3	-3	-2	-3	5	0	-4	3
Cc1cc(C)nc(N2CCC(C(=O)Nc3nnc(C)s3)CC2)n1
→ 3	8	3	-3	9	-2	0	5	7
CCN(CC)S(=O)(=O)c1ccc(C(=O)C(C#N)c2ccccn2)cc1 (centres undefined)
→ 2	-4	2	0	-2	-2	-4	3	-3
Cn1c(=NC(=O)C2CC2)sc2cc(F)cc(F)c21
→ -4	-3	3	0	3	0	2	3	-3
COc1ccc([N+](=O)[O-])cc1NC(=O)C(C)c1ccccc1 (centres undefined)
→ 11	-4	7	2	2	-5	5	3	3
CCCCc1ccc(NC(=S)N2CCN(C)CC2)cc1
→ 13	-7	4	1	1	-4	3	-9	-3
CCC(O)C1CCN(C(=O)c2cc(COc3ccc(F)cc3F)on2)CC1 (centres undefined)
→ 12	1	6	4	7	1	1	5	2
Cn1ccnc1Sc1nc2ccccc2nc1NS(=O)(=O)c1ccccc1
→ 7	-4	1	-3	-1	-5	1	-1	-3
Cc1ccnc(NC(=O)CSc2cc(=O)n(C)c3ccccc23)c1
→ 6	0	-1	-1	1	-4	-2	2	-1
COc1ccc(CC(=O)NCC2CCCN(Cc3cc(OC)cc(OC)c3)C2)cc1 (centres undefined)
→ 1	-6	6	-1	-1	2	-1	2	1
CCOC(=O)C1CCCN(C(=O)c2ccccc2SCCOC)C1 (centres undefined)
→ 0	-1	-1	0	2	-4	2	-2	3
CC1(c2cccc(Br)c2)NC(=O)N(CC(=O)Nc2ccc3c(c2)OCO3)C1=O (centres undefined)
→ -2	-4	4	-1	·	4	2	-3	·
CC(=O)c1cccc(OCC(O)CNCC2COc3ccccc3O2)c1 (centres undefined)
→ -3	-10	2	-2	6	3	-4	6	-8
COc1ccc(/C=N/Nc2nnc(C)n2N)cc1OC
→ -1	25*	1	3	34	1	-1	-6	0
CCOC(=O)c1cc(CC)sc1NC(=O)c1ccc(N2C(=O)CCC2=O)cc1
→ -5	-2	2	-4	-8	-2	-1	0	-2

Continued.
SMILES	PAFAH1B3 inh	PAD4 inh	PAFAH1B2 FP inh	LYPLA1 counter	GSTO1 inh	PME-1 primary	pPAFAH inh	PAFAH2 inh	Fam108B counter
COc1cc2c(cc1OC)CN(C(=O)Nc1ccccc1)CC2	7	-3	-5	-3	9	3	7	-4	4
C=C(C(=O)Nc1ccccc1)c1ccc(C)cc1	-4	7	-4	-1	25	-6	-2	-1	-1
COc1ccc(C(CNS(=O)(=O)c2ccccc2)N2CCN(C)CC2)cc1 (centres undefined)	6	1	0	-1	10	1	3	-6	1
Cc1cc2c(c(SCC(=O)NCc3ccccc3Cl)n1)C(=O)OC2	-6	-4	7	1	0	10	4	-7	3
CNC(=O)C(=O)NCC1CCCN1S(=O)(=O)c1cccs1 (centres undefined)	1	-1	0	4	13	2	6	4	3
C=CCN1C(=O)CSc2ccc(C(=O)NCc3ccc(F)cc3)cc21	7	4	2	-3	0	-1	5	-3	0
Cc1ccc(-c2nc(C3CCCN(S(=O)(=O)c4ccc(C)cc4)C3)no2)cc1 (centres undefined)	4	5	-2	-2	6	-2	4	-4	-3
CCCCCc1cc(=O)[nH]c(=S)[nH]1	7	1	4	4	4	1	5	7	-3
Nc1ccc2oc3ncccc3c(=O)c2c1	1	0	3	1	3	0	-3	6	1
CCc1nc2scc(-c3ccc(C)cc3)c2c(=O)n1N	-2	2	0	-1	7	5	4	4	4
Cc1ccc(/C=N/n2nnnc2N)o1	5	1	-1	-6	2	-3	9	0	-3
CCOC(=O)CN1C(=O)N(CC)C(C)=C(C(=O)OC)[C@@H]1c1ccccc1	-2	0	-4	4	0	1	-1	-6	0
COc1nc(-c2ccccc2)nc(C)c1CC(=O)O	15	0	3	1	3	0	4	-1	0
CCN1CCN(CC(=O)N2c3ccccc3CC2C)CC1 (centres undefined)	11	-4	7	3	0	0	3	7	5
Cc1ccc(NC2CCCCC2NS(=O)(=O)c2ccccc2)c(C)c1 (centres undefined)	-5	3	1	-4	-8	0	6	4	3
